DT40 TDP1 CPT = qHTS for Inhibitors of human tyrosyl-DNA phosphodiesterase 1 (TDP1): qHTS in cells in presence of CPT. Potency, µM (doses to about 46.2 µM), for the others: top-dose activity change, negative = growth inhibition, usual class: inhibitors. actives 12% (n = 420,000). chicken DT40 Tdp1-/-;hTDP1 cells + 20 nM CPT, ATP luminescence, 48 h; further: nearly all actives have a fitted effect of over 55% in size
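Chicken DT40 Tdp1-/- cells complemented with human TDP1, 400 cells/well, exposed to compounds plus 20 nM camptothecin for at least 48 h at 37 C; viability read as ATP content by CellTiter-Glo luminescence.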
DT40 TDP1 no CPT = qHTS for Inhibitors of human tyrosyl-DNA phosphodiesterase 1 (TDP1): qHTS in cells in absence of CPT; AID 686978, 2013; Potency, µM (series often up to 46.2 µM), for the others: at the highest dose activity change, negative = growth inhibition, actives largely listed as inhibitors; actives 15% (n = 420,000); DT40 Tdp1-/- hTDP1 cells, no CPT, ATP luminescence, 48 h; further: nearly all actives have a fitted effect of over 55% in size
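No-CPT arm: Tdp1-/-;hTDP1 DT40 cells (400/well) plus compounds, incubated ≥48 hr at 37 °C. Readout CellTiter-Glo luminescence.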
TDP1 inh = qHTS Assay for Inhibitors of Tyrosyl-DNA Phosphodiesterase (TDP1); Potency, µM (top dose mostly 130 µM), without a hit: top-dose activity change, negative = inhibition, actives largely listed as inhibitors; AID 485290, 2010; Tyrosyl-DNA phosphodiesterase 1 (Homo sapiens), Q9NUW8; actives 0.28% (n = 350,000); recombinant TDP1, AlphaScreen DNA substrate cleavage; further: nearly all actives have a fitted effect of over 40% in size
Target sequence (Q9NUW8 whole entry, looked up): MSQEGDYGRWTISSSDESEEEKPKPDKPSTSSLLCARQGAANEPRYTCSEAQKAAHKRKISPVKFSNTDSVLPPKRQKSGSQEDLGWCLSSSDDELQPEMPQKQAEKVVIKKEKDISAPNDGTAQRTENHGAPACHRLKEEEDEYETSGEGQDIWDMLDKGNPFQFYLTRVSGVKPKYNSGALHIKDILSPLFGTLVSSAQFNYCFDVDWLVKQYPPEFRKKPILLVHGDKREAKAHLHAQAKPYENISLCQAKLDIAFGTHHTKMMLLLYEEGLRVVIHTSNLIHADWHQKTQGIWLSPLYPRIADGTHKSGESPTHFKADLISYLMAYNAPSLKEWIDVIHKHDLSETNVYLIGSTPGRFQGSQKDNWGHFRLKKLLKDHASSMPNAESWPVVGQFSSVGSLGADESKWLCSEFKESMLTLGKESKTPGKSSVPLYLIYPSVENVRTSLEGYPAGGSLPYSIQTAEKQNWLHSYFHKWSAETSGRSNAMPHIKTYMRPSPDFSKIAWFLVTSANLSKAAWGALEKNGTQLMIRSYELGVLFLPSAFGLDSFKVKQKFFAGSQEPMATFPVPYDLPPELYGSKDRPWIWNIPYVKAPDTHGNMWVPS
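E. coli-derived human Tdp1, 1 nM final. Cpd preinc 15 min RT; substrate 15 nM final, 5 min RT; AS bead mix 10 ug/ml final, 10 min RT. Signal loss = tyrosine-FITC cleavage. No-enzyme wells = max signal.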
The depositor's hits bear a star; ? = inconclusive; . = not tested or not shown; & = joins results of further samples; [ ] = another dose, or the depositor's remark. The call rests on the fitted dose curve; in most records, active means well fitted curve in the direction sought with a large enough effect; inconclusive means small, poorly fitted or top-dose-only effect, or another doubt; inactive means no such curve, though single readings can be large; an effect the other way counts as inactive or inconclusive. On the % scale 0 is the no-effect control and ±100 the full control effect; potency means the concentration at half of the fitted maximal effect.

SMILES | DT40 TDP1 CPT | DT40 TDP1 no CPT | TDP1 inh
CCCC(=O)NC(=S)Nc1ccc(N2CCN(C(=O)c3cccs3)CC2)cc1 | 16µM* | 15µM* | 3%
CCCCNC(=O)/C(C#N)=C/c1cccnc1 | -25% | ? | -3%
O=C(/C=C/c1ccc(Br)cc1)NC(=S)NNC(=O)c1ccco1 | ? | 18µM* | 11%
COc1ccc(C(=O)NCc2ccc(S(N)(=O)=O)cc2)cc1[N+](=O)[O-] | 5% | -2% | 7%
C/C(CC(=O)Nc1ccccn1)=N\NC(=O)c1ccc2ccccc2c1 | 8% | 1% | 1%
CN(Cc1c(C(=O)N/N=C/c2ccc(O)cc2)nnn1-c1nonc1N)c1ccccc1 | -6% | -1% | 5%
CN(c1ccc(F)cc1)S(=O)(=O)c1ccc(Cl)c(C(=O)NCc2ccco2)c1 | ? | ? | 2%
Cc1nn(-c2ccccc2)c2c1N(CC(=O)N1CCN(c3cccc(Cl)c3)CC1)C(=O)CS2 | ? | 21µM* | 7%
O=C(NNC(=O)c1ccccc1Cl)c1cc2cc(OC(F)(F)F)ccc2[nH]1 | -9% | ? | 3%
Cc1onc(-c2ccccc2Cl)c1C(=O)Oc1ccc(Cl)cc1Cl | 16µM* | 21µM* | -5%
CCOc1ccc(CCNS(=O)(=O)c2cc3c(cc2C)NC(=O)CO3)cc1OCC | -6% | ? | .
CSc1ccc(C(=O)N2CCC(CCC(=O)NCc3ccc(F)cc3)CC2)cc1 | -9% | 12% | .
Cc1ccc(-c2cc(C(F)F)nc(N3CCOCC3)n2)cc1 | 10% | -25% | ?
CCOc1ccc(N2C(=O)CC(Cc3ccc(Br)cc3)C2=O)cc1 (stereo not given) | -16% | -26% | 2%
COc1cc(OC)cc(-c2cc3nc(C)c(CCC(=O)NCCc4cccc(C)c4)c(C)n3n2)c1 | 16µM* | ? | 0%
CCCCCn1c(=O)[nH]c2cc(C(=O)NCc3ccc4c(c3)OCO4)ccc2c1=O | -9% | -16% | 5%
Cc1cccc(OCC(=O)N(Cc2ccc(C)o2)C2CCS(=O)(=O)C2)c1 (stereo not given) | 0% | 1% | 3%
COc1ccc(S(=O)(=O)n2nc(OC(=O)c3c(-c4ccccc4Cl)noc3C)cc2N)cc1 | -4% | -1% | -1%
CCOCCc1nnc(NC(=O)c2cc(OC)c(OC)cc2[N+](=O)[O-])s1 | 17% | -3% | 5%
CN(C)CCSc1nc2cc(S(=O)(=O)N3CCCCC3)ccc2o1 | -10% | ? | 1%
CCc1ccc2ncc(C(=O)c3ccccc3)c(N3CCOCC3)c2c1 | ? | ? | 1%
Clc1ncc(C#Cc2ccccc2)c2ncncc12 | 1.4µM* | 0.79µM* | 0%
CCOC(=O)CN(c1ccccn1)S(=O)(=O)c1ccc(OC)cc1 | -19% | -8% | 3%
CN(CC(=O)NC(c1ccccc1)c1ccccc1)Cc1nc2ccccc2c(=O)[nH]1 | ? | ? | 8%
O=C(c1cccs1)N1C[C@H](n2cc(-c3ccc(F)cc3)nn2)[C@@H](O)C[C@@H]1c1ccc(Cl)cc1 | ? | ? | .

An excerpt from the list above, for reference:
SMILES | DT40 TDP1 CPT | DT40 TDP1 no CPT | TDP1 inh
CCCC(=O)NC(=S)Nc1ccc(N2CCN(C(=O)c3cccs3)CC2)cc1 | 16µM* | 15µM* | 3%
CCCCNC(=O)/C(C#N)=C/c1cccnc1 | -25% | ? | -3%
O=C(/C=C/c1ccc(Br)cc1)NC(=S)NNC(=O)c1ccco1 | ? | 18µM* | 11%
COc1ccc(C(=O)NCc2ccc(S(N)(=O)=O)cc2)cc1[N+](=O)[O-] | 5% | -2% | 7%
C/C(CC(=O)Nc1ccccn1)=N\NC(=O)c1ccc2ccccc2c1 | 8% | 1% | 1%
CN(Cc1c(C(=O)N/N=C/c2ccc(O)cc2)nnn1-c1nonc1N)c1ccccc1 | -6% | -1% | 5%
CN(c1ccc(F)cc1)S(=O)(=O)c1ccc(Cl)c(C(=O)NCc2ccco2)c1 | ? | ? | 2%
Cc1nn(-c2ccccc2)c2c1N(CC(=O)N1CCN(c3cccc(Cl)c3)CC1)C(=O)CS2 | ? | 21µM* | 7%
O=C(NNC(=O)c1ccccc1Cl)c1cc2cc(OC(F)(F)F)ccc2[nH]1 | -9% | ? | 3%
Cc1onc(-c2ccccc2Cl)c1C(=O)Oc1ccc(Cl)cc1Cl | 16µM* | 21µM* | -5%
CCOc1ccc(CCNS(=O)(=O)c2cc3c(cc2C)NC(=O)CO3)cc1OCC | -6% | ? | .
CSc1ccc(C(=O)N2CCC(CCC(=O)NCc3ccc(F)cc3)CC2)cc1 | -9% | 12% | .
Cc1ccc(-c2cc(C(F)F)nc(N3CCOCC3)n2)cc1 | 10% | -25% | ?
CCOc1ccc(N2C(=O)CC(Cc3ccc(Br)cc3)C2=O)cc1 (stereo not given) | -16% | -26% | 2%
COc1cc(OC)cc(-c2cc3nc(C)c(CCC(=O)NCCc4cccc(C)c4)c(C)n3n2)c1 | 16µM* | ? | 0%
CCCCCn1c(=O)[nH]c2cc(C(=O)NCc3ccc4c(c3)OCO4)ccc2c1=O | -9% | -16% | 5%

The list goes on:
SMILES | DT40 TDP1 CPT | DT40 TDP1 no CPT | TDP1 inh
C=C1c2cc(CC)ccc2NC(=O)N1c1ccc(C)cc1 | -21% | -12% | 3%
O=C1Nc2ccccc2-n2nnnc2C1N1CCCN(Cc2ccc(F)cc2)CC1 (stereo not given) | 17% | -25% | .
NS(=O)(=O)c1ccc(CNC(=O)Cn2nc(C(F)F)cc2C(F)F)cc1 | 0% | 8% | -1%
CCc1ccccc1-n1cnc2cc(C(=O)O)ccc21 | 5% | 4% | -5%
CCCC(O)(CCC)C(=O)NNc1ccccc1 | 5% | 11% | -11%
COC(=O)c1cc(C)ccc1/C=C1/Cc2c(C)cc(C)cc2C1=O | 9.2µM* | ? | .
CN(C)CCNC(=O)CCCNC(=O)Cn1cnc2sc3c(c2c1=O)CCCC3 | -9% | -14% | 2%
O=C(Nc1ncc2c(n1)CC(c1ccccc1)CC2=O)c1ccco1 (stereo not given) | -14% | -13% | 0%[56.1 µM]
Cc1oc(-c2ccccc2F)nc1CN1CCC(C(=O)NCCc2ccc(Cl)cc2)CC1 | 13µM* | 16µM* | 1%
Cc1ccc(Cn2nc(C)c(NC(=O)CSc3n[nH]c(C)c3[N+](=O)[O-])c2C)cc1 | ? | ? | 1%
Brc1ccccc1-c1ccccc1 | -18% | -8% | -6%&11%
COc1ncccc1-c1nnn(-c2ccccc2Br)n1 | -26% | -10% | .
O=C1c2ccccc2C(Nc2ccccc2)N1Cc1ccc2c(c1)OCO2 (stereo not given) | -1% | -13% | .
COc1ccc(CCCNC(=O)C2Cc3c(-c4cccc(C(N)=O)c4)ccnc3O2)cc1 (stereo not given) | ? | 16µM* | .
CN(C)N1C(=O)CC(N2CCCC2)C1=O (stereo not given) | ? | 4% | 6%
CS(=O)(=O)Nc1cccc(NC(=O)C2Cc3c(-c4ccco4)ccnc3O2)c1 (stereo not given) | ? | 13µM* | .
CC(=O)c1cccc(NS(=O)(=O)c2csc(C(N)=O)c2)c1 | -29% | -28% | .
COc1ccccc1Oc1nc([N+](=O)[O-])nn1CC(N)=O | -25% | ? | 3%
Cc1cccc(N2CCN(C(=O)COCc3cc(-c4ccc5c(c4)OCO5)on3)CC2)c1C | -7%&-24% | -4%&-7% | 9%&4%
CN(C)C(CNC(=O)c1ccc(S(=O)(=O)NCc2ccco2)cc1)c1ccccc1 (stereo not given) | -18% | -4% | 2%
O=[N+]([O-])c1cc(C(F)(F)F)ccc1NCCc1ccccn1 | -10% | ? | .
Cc1ccc(S(=O)(=O)N2CCOCC2)cc1C(=O)OCC(=O)c1c(N)n(C)c(=O)n(C)c1=O | ? | ? | -2%
O=C(NC1CCN(Cc2ccc(Cl)c(Cl)c2)CC1)c1ccccc1 | 21µM* | ? | .
COc1ccc(NC(=O)N(C)C[C@H]2Oc3ccc(NC(=O)CCC(F)(F)F)cc3C(=O)N([C@H](C)CO)C[C@@H]2C)cc1 | 11% | 2% | 1%
CCn1c(=S)[nH]c2sc3c(c2c1=O)CCCC3 | -8% | -17% | .

(further entries)
SMILES | DT40 TDP1 CPT | DT40 TDP1 no CPT | TDP1 inh
COc1ccc(C2=NO[C@@H]3C(=O)N(c4ccc5c(c4)OCCO5)C(=O)[C@H]23)cc1OC | -7% | -6% | -2%
O=C(COc1ncnc2ccccc12)NCCC1=CCCCC1 | 1% | -19% | 6%
CCOC(=O)c1ccc(NC(=O)c2cc(C)nn2-c2ccccc2)cc1 | 2% | 3% | .
Cn1c(SCCCC(=O)c2ccc(Br)cc2)nnc1-c1ccncc1 | ? | ? | 5%
CC/C(=N\NC(=O)c1c(C)nc2ccccn12)c1ccc(Cl)cc1 | -19% | -29% | .
CCc1ccc(-c2nc(SCC(=O)N3CCOCC3)n[nH]2)cc1 | 10% | -12% | 0%
Cc1nn2c(-c3ccccc3)cc(-c3ccccc3)nc2c1-c1ccc(Cl)cc1 | 1% | -4% | .
C[C@@H](NC(=O)[C@@H]1CCCN1C(=O)[C@@H]1CCCN1C(=O)c1cccc2ccccc12)c1ccccc1 | ? | ? | .
CCN(CC)c1ccc(NC(=O)c2cc3ccccc3o2)c(C)c1 | ? | ? | 3%
Cc1occc1C(=O)N1CCCC(N2CCN(c3ccccc3F)CC2)C1 (stereo not given) | -14% | 2% | 4%
COc1ccc(NS(=O)(=O)c2cc(NC(=O)Cc3n[nH]c(=O)c4ccccc34)ccc2OC)cc1 | -8% | 0% | .
Cc1ccc(NC(=O)C2CC(O)CN2C(=O)Oc2ccccc2)c(C)c1 (stereo not given) | 1% | -1% | 1%[0.0935 µM]
C=CCCC(=O)Nc1ccc(Br)cn1 | ? | 18µM* | -5%
Cc1sc(NC(=O)c2ccco2)c(CN2CCN(c3ccc(F)cc3)CC2)c1C | 21µM* | 12µM* | 1%
Cn1cc(-c2cccc(C(F)(F)F)c2)cc(C#N)c1=O | -9% | -23% | .
COc1cc(O)ccc1C(=O)CCc1ccc(O)cc1 | 5% | -3% | 4%
CCc1cccc(C)c1NC(=O)CSc1nnc(C)o1 | -8% | 0% | 2%
O=C(Cn1cc(C(=O)C2CC2)c2ccccc21)NCc1ccc2c(c1)OCO2 | ? | ? | 1%
O=C1CCCN1c1ccc(CNS(=O)(=O)c2ccc(F)cc2)cc1 | -19% | -25% | 7%
CC(C)(C)OC(=O)N[C@@H](C(=O)OC(C)(C)C)c1ccc(C(F)(F)F)cc1 | -3% | -2% | -2%
COc1cccc(-c2noc(-c3ccc(Br)o3)n2)c1 | 3% | 1% | 3%
O=S(=O)(Nc1nc2ccccc2[nH]1)c1ccc(Cl)cc1 | -12% | -23% | 4%
O=C(O)c1cc2c(cc1NC(=O)c1c(F)cccc1Cl)OCCCO2 | 6% | -10% | 10%
COc1ccc(OC)c(S(=O)(=O)N2CCC(C(=O)NC(C)c3ccccc3)CC2)c1 (stereo not given) | 7% | 7% | 6%
NC1=NC[C@H](Cc2ccc(O)cc2)N1CCCCC1CCCCC1 | 4.6µM* | 2.6µM* | 6%

Further structures
SMILES | DT40 TDP1 CPT | DT40 TDP1 no CPT | TDP1 inh
CCn1c(SCC(=O)Nc2nccs2)nnc1-c1ccccn1 | -15% | -15% | 2%
CCc1nnc(NC(=O)c2ccc(S(=O)(=O)N(CC(C)C)CC(C)C)cc2)o1 | 21µM* | 18µM* | -3%
COc1ccccc1NC(=O)Nc1cc(C(C)(C)C)nn1C | 4% | -24% | -5%
CC(=O)c1cccc(N2C(=NC(=O)COc3ccccc3)SC3CS(=O)(=O)CC32)c1 (stereo not given) | ? | ? | 3%
COc1ccc(-c2nc(CSCC(=O)NCc3ccco3)c(C)o2)cc1 | -40% | -24% | 3%
Nc1nonc1-n1nnc(C(=O)N/N=C\c2cccc(Cl)c2)c1CN1CCOCC1 | -4% | 0% | 1%
CC1(C(=O)N/N=C/c2c(F)c(F)c(F)c(F)c2F)CC1(Cl)Cl (stereo not given) | -20% | ? | .
COc1cc2c(cc1OC)CN(CC(=O)Nc1cccc([N+](=O)[O-])c1)CC2 | ? | 16µM* | .
CN1C(=O)CC(N2CCN(C(=O)CN3CCCC3)CC2)C1=O (stereo not given) | -6% | -14% | 4%
O=C(Cc1ccc(NC2=NC3CS(=O)(=O)CC3S2)cc1)Nc1ccc(F)cc1 (stereo not given) | -5% | -5% | .
CN(C)/C=C1\C(=O)Oc2ccccc2C1=O | 2% | -29% | .
CC(=O)c1ccc(S(=O)(=O)Nc2ccc(Cl)c(S(=O)(=O)N3CCCC3)c2)cc1 | -2% | -1% | 3%
Cc1nc(P(=O)(c2ccccc2)c2ccccc2)c(N2CCOCC2)o1 | -11% | 0% | -8%
